# LDHA block: inhibitors of human lactate dehydrogenase A; P00338; purified LDHA, NADH/diaphorase-resazurin fluorescence; active compounds read low; activity change, % (values are at about 110 or 230 µM); 0.15% of 480,000 active; in the data active = activity change below about -30%; inconclusive = mostly about -25% to -30%;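 note: plate controls were DMSO wells for no effect and wells without enzyme for full effect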
#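 Resorufin fluorescence (ex540/em590), read at 0 and 20 min after diaphorase/resazurin addition, reports the NADH left after a 5 min room-temperature reaction of 2 nM human LDH5 with 0.06 mM NADH and 0.2 mM pyruvate.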
# 12-LOX inh: blocks human arachidonate 12S-lipoxygenase; AID 1671190; Potency, µM (top dose mostly 108 µM), for the others: top-dose activity change, negative = inhibition, usual class: inhibitors; P18054; 1.1% of 580,000 active; purified 12hLO, xylenol orange hydroperoxide absorbance; note: potency is the fitted concentration of half-maximal effect; % is set by controls: 0 for no effect and ±100 for the full control effect
# Target sequence (P18054 whole entry, looked up): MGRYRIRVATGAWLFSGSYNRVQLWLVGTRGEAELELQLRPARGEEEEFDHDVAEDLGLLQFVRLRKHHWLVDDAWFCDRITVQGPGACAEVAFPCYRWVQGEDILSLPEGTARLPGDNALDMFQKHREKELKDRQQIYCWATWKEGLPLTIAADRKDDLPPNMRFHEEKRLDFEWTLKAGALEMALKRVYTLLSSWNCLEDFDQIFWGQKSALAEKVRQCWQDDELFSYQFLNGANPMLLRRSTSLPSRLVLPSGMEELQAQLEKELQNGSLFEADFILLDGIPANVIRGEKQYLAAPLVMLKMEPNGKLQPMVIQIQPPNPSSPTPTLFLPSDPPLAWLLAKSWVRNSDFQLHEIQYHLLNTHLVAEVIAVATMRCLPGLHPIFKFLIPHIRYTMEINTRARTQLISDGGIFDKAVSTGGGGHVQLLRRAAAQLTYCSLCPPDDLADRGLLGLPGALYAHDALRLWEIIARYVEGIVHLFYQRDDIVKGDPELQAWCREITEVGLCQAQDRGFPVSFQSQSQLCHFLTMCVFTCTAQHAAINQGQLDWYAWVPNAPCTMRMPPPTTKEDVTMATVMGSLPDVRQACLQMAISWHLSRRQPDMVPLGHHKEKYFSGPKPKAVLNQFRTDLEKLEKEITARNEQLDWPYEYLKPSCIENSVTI
#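 Purified human 12hLO at 150 nM in 25 mM Hepes, 0.01% Triton X-100, pH 7.0, preincubated 15 min at room temperature with compound. Reaction started with 40 uM arachidonic acid, 30 min at room temperature. Hydroperoxide measured by Fe-xylenol orange, 573/405 nm absorbance ratio.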
# Glioma ERSR ind: induces the endoplasmic reticulum stress response in human glioma cells; U87-MG GRP78 promoter luciferase reporter, 16 h; 0.02% of 420,000 active; Potency, µM, without a hit: at the highest dose activation, most hits filed as activators; note: potency is the fitted concentration of half-maximal effect; series mostly up to about 76 µM; % of control where 0% means no effect; nearly all actives have a fitted effect of over 35% in size
#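 Stably transfected U87-MG human glioma cells carrying a GRP78-based luminescent sensor were seeded at 1000 cells/well, pin-dosed with compounds and incubated 16 h. Luciferase reagent was then added, and end-point luminescence was read after 10 min at room temperature.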
# D2 agonist: agonists of human D2 dopamine receptor | P14416 | HEK293 T-REx D2 cells, calcium flux agonist mode | activation, % at 2 µM | 0.53% of 340,000 active | AID 485358;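 active = activation over 3 SD above normal in the single-dose calcium agonist read, cut at about 30% in these data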; note: 0% is about no effect
#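 Tetracycline-induced HEK293 Trex cells with D2 receptor force-coupled to calcium signaling, plated overnight at 30 C and loaded with no-wash calcium dye. Calcium flux read kinetically for 180 s after compound addition; responses flag agonists.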
# ERG Ets-DNA blk: inhibitors of human ERG Ets domain-DNA interaction; 0.028% of 370,000 active; fluorescence polarization, His-ERG Ets domain / labelled DNA; P11308; Potency, µM (doses to about 76.9 µM), without a hit: at the top dose FP activity, negative = inhibition, actives largely listed as inhibitors; active = well fitted inhibition curve with a large enough effect in the polarisation, with a control signal flat; inconclusive = small, poorly fitted or top-dose-only effect, or effect the other way, or a change in a side signal; inactive = no such curve, though single readings can be large or run the other way; the % refers to the polarisation;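 note: polarization taken with two DNA probes labelled with fluorescein and Texas red; potency is the fitted concentration of half-maximal effect; % of control where 0% means no effect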
#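 His-tagged ERG Ets domain (1 uM in the protein solution; 300mM KCl, 50mM Tris-HCl, 1mM EDTA, 1mM DTT, pH 7.5) received compound, then a probe mix of 5 nM fluorescein-DNA and 100nM Texas-615-DNA. Fluorescence polarization was read for both dyes.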
# RGS4 inh: blocks human RGS4-accelerated GTP hydrolysis. P49798. Transcreener GDP fluorescence polarization, RGS4-accelerated GTP hydrolysis. Potency, µM (titrated, usually from 114 µM), for inactives: at the highest dose activity change, negative = inhibition, hits mostly inhibitors. 0.039% of 390,000 active; note: potency is the fitted concentration of half-maximal effect; % is set by controls: 0 for no effect and ±100 for the full control effect; nearly all actives have a fitted effect of over 75% in size; some results filed as inactive show a strong effect at the top dose
# Target sequence (P49798 whole entry, looked up): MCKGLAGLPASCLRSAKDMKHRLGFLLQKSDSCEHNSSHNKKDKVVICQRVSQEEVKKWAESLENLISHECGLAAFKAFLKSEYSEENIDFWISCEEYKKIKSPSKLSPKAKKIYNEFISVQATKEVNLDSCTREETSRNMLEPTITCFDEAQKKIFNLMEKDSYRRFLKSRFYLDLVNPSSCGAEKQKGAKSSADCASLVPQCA
#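 MLSMR compounds (23 nl, pin-transferred) preincubated 10 min at room temperature with a 500nM (2x) first reagent, then RGS4 at 900nM (2x) plus Transcreener GDP mix added; fluorescence polarization (620/688 nm) read before and after 90 min at 30 °C.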
# Vif-A3G inh: inhibitors of Vif-APOBEC3G interaction. HeLa A3G-eYFP + Vif (tagged APOBEC3G with the HIV-1 protein that degrades it), YFP fluorescence, overnight. Potency, µM (series often up to 46.1 µM), for the others: at the highest dose activity, negative = active, actives largely listed as inhibitors. 0.076% of 410,000 active;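 note: potency is the fitted concentration of half-maximal effect; % is set by controls: 0 for no effect and ±100 for the full control effect; nearly all actives have a fitted effect of over 60% in size; hits raise eYFP signal because A3G escapes Vif-driven loss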
#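 Read-out is eYFP fluorescence (Ex 488/Em 500-530) from Vif-expressing HeLa A3G-eYFP cells; more signal means A3G escaped Vif-mediated degradation. Cells plated overnight, compound pinned in, incubated overnight at 37 deg C.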
# D2 antag: antagonizes the human D2 dopamine receptor; P14416; HEK293 TREx D2 cells, calcium flux, dopamine EC80; inhibition, % at 10 µM; 2% of 340,000 active; AID 485344; in the data active = inhibition above about 30%; note: 0% is about no effect
#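 Calcium mobilization kinetics were recorded at 1 s intervals in tetracycline-induced HEK293 T-REx D2 cells, first for 180 s after compound addition and then 180 s after EC80 dopamine.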
# Vif-APOBEC3F blk: Vif-A3F binding inhibition. HeLa A3F-eYFP + Vif (tagged APOBEC3F with the HIV-1 protein that degrades it), YFP fluorescence increase. 0.2% of 390,000 active. Potency, µM (highest dose often 46.1 µM), without a hit: top-dose activity, negative = active. AID 602313; note: potency is the fitted concentration of half-maximal effect; % of control where 0% means no effect; nearly all actives have a fitted effect of over 65% in size
#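 HeLa cells stably expressing Vif plus C-terminally eYFP-tagged A3F were seeded, incubated overnight at 37 deg C, dosed with compound, incubated overnight again at 37 deg C. Yellow fluorescence (Ex 488/Em 500-530) reported blocked Vif-mediated A3F-eYFP degradation.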
# Starred values were filed as active, the others as inactive; u = inconclusive; x = no result given; & = joins results of further samples; [ ] = remark or other dose. Unless noted, calls come from the whole dose curve; as a rule, active = well fitted curve in the direction sought with a large enough effect; inconclusive = small, poorly fitted or top-dose-only effect, or another doubt; inactive = no such curve, though single readings can be large; an effect the other way counts as inactive or inconclusive. A portion of the library; rates above refer to the full screens.
SMILES,LDHA block,12-LOX inh,Glioma ERSR ind,D2 agonist,ERG Ets-DNA blk,RGS4 inh,Vif-A3G inh,D2 antag,Vif-APOBEC3F blk
CC1(C)C2([N+](=O)[O-])CN3CC1([N+](=O)[O-])CN(C2)C31CCCC1,-11,4%,1%,0.4,-2%,18%,2%,6,-9%
Cn1nnnc1SCC(=O)NCCc1ccc(Cl)cc1,-3,2%,-3%,0.3,-8%,14%,1%,-5,-19%
CCCCc1ccc(S(=O)(=O)NC(=O)C2(C)CCN2C(=O)CCc2cccs2)cc1 (configuration not stated),-6,-5%,2%,x,x,x,-2%,x,x
CC(C)N(C(=S)Nc1cccc(S(=O)(=O)N(C)C)c1)c1ccccc1,2,-2%,-4%,-0.4,-6%,-3%,1%,-1,-4%
COc1ccc(N2C(=O)CS/C2=C\[N+](=O)[O-])cc1,2,0%,-2%,-1.6,0%,-12%,-5%,-15,-6%
COc1ccc(NC(=O)C/C(C)=N/NC(=O)c2cnccn2)cc1Cl,-11,-2%,4%,-0.4,10%,0%[56.9 µM],0%,-17,-1%
CC(C)N(Cc1nc(-c2ccc(Cl)cc2)no1)C(=O)/C=C/c1ccccc1,4,-4%,-4%,-0.7,-1%,12%,-1%,-4,-6%
CC(C)(C)[C@@H]1COC(=O)[C@H](Cc2ccc(F)cc2)CC/C=C\C[C@H](CC(=O)N(CCO)Cc2ccccc2)C(=O)N1,1,0%,-4%,x,6%,-6%,-5%,x,1%
CC1Sc2ccccc2N(Cc2ccc(OC(F)(F)F)cc2)C1=O (configuration not stated),-3,11%,-2%,x,x,x,-5%,x,x
CCOC(=O)N1CCN(C(=O)c2cc(COc3ccc4ncccc4c3)on2)CC1,-3,-9%,-2%,0.5,3%,2%,6%,0,7%
Cc1ccc(S(=O)(=O)C2(C(=O)Nc3ccc(Br)cc3)CC2)cc1,0,u,2%,-0.7,-1%,-25%,-3%,-3,4%
CCc1ccc(-n2c(=O)c3c(C)c(C(=O)N(C)C)sc3n(Cc3cccc(C)c3)c2=O)cc1,-1,-8%,-3%,0.1,-4%,1%,-2%,x,7%
CCOC(=O)CSCc1nc(-c2ccc(Cl)cc2)oc1C,-7,-24%,-9%,-0.1,-5%,30%,-7%,-13,-9%
Cc1ccc(C2=NN(CC(=O)NCc3cccs3)C(=O)CC2)cc1,-1,-30%,0%,2.7,0%,-9%,2%,13,2%
COc1ccc(Cn2nnc(C(=O)Nc3cc(OC)ccc3OC)c2N)cc1,9,-22%,-4%,1.6,5%,3%,5%,x,-3%
CCCCC12CN3CC(C)(CN(C1)C3c1cc(Br)ccc1O)C2=O (configuration not stated),-4,2%,-5%,x,-2%,19%,-2%,x,-2%
CCOC(=O)c1ccccc1NC(=O)COc1coc(CN2CCc3ccccc32)cc1=O,2,-22%,0%,1.1,3%,4%,1%,6,11%
Cc1ccc(NC(=O)Nc2ccc3c(c2)CCC3)cc1,-5,2%,11%,-0.1,4%,-1%,1%,7,3%
CC(=O)c1cccc(NC(=O)N2CCCCCC2)c1,2,10%,-1%,0.8,1%,-15%,8%,0,2%
O=C(CCCn1c(SCC(=O)c2ccccc2)nc2ccccc2c1=O)NCC1CCCO1 (configuration not stated),-9,4%,-2%,1.5,4%,-15%,0%,8,-3%
CCc1ccc(C(=O)Cc2cc3cccc(OC)c3oc2=O)cc1,-9&9,-7%&33%,1%,-1.1,0%,13%,1%,-23,-2%
CSc1cccc(Nc2ccc(S(=O)(=O)N3CCOCC3)cc2[N+](=O)[O-])c1,-9,2%,-5%,-0.1,-1%,29%,3%,10,-14%
O=C(NCc1cccnc1)c1ccc(COc2ccccc2Br)cc1,-4,8%,3%,-1.7,12%,13%,0%,53*,-11%
COc1cccc(N/C(SCc2cccc([N+](=O)[O-])c2)=C(/C#N)C(N)=O)c1,-4,-5%,-13%,-0.2,2%,-26%,-27%,3,u
O=C(Nc1ccccc1N1CCN(C(=O)c2ccccc2)CC1)c1cc(Br)ccc1Cl,-2,-11%,-3%,0.5,-3%,25%,-4%,-11,-9%
COc1ccc(/C=C(\NC(=O)c2cccs2)C(=O)Nc2ccc(C)cc2)cc1OC,-5,-1%,-3%,-0.5,-10%,4%,-4%,-12,3%
COc1nccnc1NS(=O)(=O)c1ccc(NC(=S)NC(=O)c2cccnc2)cc1,0,-24%,-1%,1.4,6%,-25%,0%,3,2%
CCCOc1ccc(/C=N/NC(=O)CN2CCCCC2)cc1OCC,-1,5%,-1%,-0.2,-4%,46%,-1%,5,-1%
COc1cccc(/C=N/NC(=O)N/N=C/c2cccc(OC)c2O)c1O,4,0%,-2%,x,0%,-19%[56.9 µM],2%,x,13%
OCCN1CCSC1=S,0,-18%,-3%,x,-5%,-28%,0%,x,7%
O=C(c1cccc(Cl)c1)N1CCC(N2CCC(C(=O)N3CCCC3)CC2)CC1,-2,-13%,0%,0.4,-1%,-17%,2%,-10,-6%
O=C1C=C(c2cccc(CO)c2)C[C@@H](c2ccc(Cl)cc2)C1,5,-10%,-4%,0.0,-8%,-22%,2%,52*,5%
Cc1cc(=O)oc2cc(NC(=O)C3COc4ccccc4O3)ccc12 (configuration not stated),-1,-20%,-1%,-0.1,x,-11%,-7%,-10,-2%
Cc1ccccc1CC1(CO)CCCN(Cc2cn[nH]c2-c2ccccc2)C1 (configuration not stated),-7,-3%,-3%,-0.1,7%,-8%,-1%,6,1%
CC(C)n1nc(CC(=O)O)c2ccccc2c1=O,-5,-7%,-2%,0.2,-9%,-13%,2%,-8,u
O=C(Cc1noc2ccccc12)Nc1ccc2ccccc2c1,-2,-8%,7%,x,-6%,-24%,-17%,x,6%
Cc1cc(C)c2c(NC(=S)NC(=O)c3ccccc3)n[nH]c2n1,-3,-16%,1%,-0.1,1%,-7%,0%,-10,-1%
N#Cc1c(NC(=O)c2ccc(N3CCOCC3)c([N+](=O)[O-])c2)sc2c1CCCC2,-4,-12%,-4%,0.8,2%,-2%,-2%,1,-44%
COc1cc(NC(=O)C(Cc2ccccc2)NS(=O)(=O)c2cccs2)cc(OC)c1 (configuration not stated),2,-15%,-4%,0.3,6%,6%,-6%,x,6%
CCNC(=O)CSc1nc2cc([N+](=O)[O-])ccc2n1-c1cccc(C(F)(F)F)c1,-6,-11%,-1%,0.9,6%,-11%,0%,4,2%
CCS(=O)(=O)c1nc(S(=O)(=O)c2ccc(C)cc2)c(N2CCOCC2)s1,-1,2%,-3%,-0.1,3%,10%[56.9 µM],1%,22,-10%
Cc1nn(Cc2ccccc2)c(Cl)c1C(=O)NCc1ccco1,-3,0%,-4%,-1.7,-3%,-13%,-2%,-17,12%
O=C1C2C3C=CC(C3)C2C(=O)N1/N=C/c1cn(Cc2ccccc2)c2ccccc12 (configuration not stated),-1,17%,-1%,1.0,-3%,-3%,0%,11,2%
Cn1c2c(c(=O)n(C)c1=O)C(NC(=O)c1cccs1)(C(F)(F)F)C(=O)N2 (configuration not stated),-7,0%,-3%,0.4,-5%,9%,-3%,-8,7%
Cc1nc(-c2coc3cc(O)c(C)cc3c2=O)cs1,1,466%[activator],-11%,-0.7,-1%,-18%,0%,-18,4%
COc1ccc(C(=O)CCC(=O)Nc2cc(C)ccc2C)cc1,-6,-12%,1%,0.5,3%,-18%,1%,x,-10%
CCOC(=O)C1CCCN(c2c(Nc3ccc(OCC)cc3)c(=O)c2=O)C1 (configuration not stated),-18,9%[57.4 µM],-2%,1.3,0%,13%,3%,-2,3%
Oc1ccc(/C=N/N(c2ccccc2)c2ccccc2)cc1O,-5,123%[activator],u,-0.9,-12%,-24%,-10%,8,1%
COCCn1c(C)cc(C(=O)COc2ncnc3ccc(Br)cc23)c1C,-8,2%,-6%,-2.3,-3%,4%,-1%,4,-10%
Fc1ccc2nc(N3CCOCC3)sc2c1,-2,3%,2%,0.1,-5%,5%,0%,0,6%
Cc1cc(C)nc(NS(=O)(=O)c2ccc(NC(=O)c3ccc(S(=O)(=O)N4CCOCC4)cc3)cc2)n1,2,15%,-5%,x,-1%,1%,-3%,x,-10%
Cc1cc(C)n(CC(O)COc2ccccc2C(=O)Nc2ccccc2)n1 (configuration not stated),1,0%,-4%,-0.4,-1%,0%,-11%,6,-8%

# Quoted from the listing.
# Under D2 antag, `Cc1cc(C)n(CC(O)COc2ccccc2C(=O)Nc2ccccc2)n1` (configuration not stated) has the entry 6
# Under Vif-A3G inh, `Fc1ccc2nc(N3CCOCC3)sc2c1` has the entry 0%

# Arranged by SMILES length (falling): 3 of the compounds above
SMILES,LDHA block,12-LOX inh,Glioma ERSR ind,D2 agonist,ERG Ets-DNA blk,RGS4 inh,Vif-A3G inh,D2 antag,Vif-APOBEC3F blk
CCOC(=O)C1CCCN(c2c(Nc3ccc(OCC)cc3)c(=O)c2=O)C1 (configuration not stated),-18,9%[57.4 µM],-2%,1.3,0%,13%,3%,-2,3%
Cc1cc(C)n(CC(O)COc2ccccc2C(=O)Nc2ccccc2)n1 (configuration not stated),1,0%,-4%,-0.4,-1%,0%,-11%,6,-8%
Fc1ccc2nc(N3CCOCC3)sc2c1,-2,3%,2%,0.1,-5%,5%,0%,0,6%

# Compound activity as filed in PubChem BioAssay.
